Screening data from PubChem.
T cell HTS: modulates CD8 T cell binding to vesicles; 2C CD8+ T cell-vesicle binding, flow cytometry; stronger effect = lower value; calls only at 7 µM; 0.068% of 330,000 active; AID 2052;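 active = response, share of CD8 T cells binding vesicles, and their 90th percentile fluorescence all below set limits, cut at about 80% in these data, passing the limit was not always enough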
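Test system: purified 2C TCR transgenic mouse naive CD8+ T cells. Probe or stimulus: QL9-peptide-loaded Drosophila micro-vesicles bearing Ld, ICAM-1 and B7-1. Incubation: binding step 1.5 h, 37 °C, antibody labelling 20 min, ice. Measured by: flow cytometry of vesicle-bound cells.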
Dynein cargo inh: dynein cargo transport inhibition; 3617.4 mouse cells, GR-EGFP nuclear translocation imaging; test concentration mostly 20 µM; stimulated with dexamethasone, 1 µM; stronger effect = lower value; 0.47% of 220,000 active; z-score, hits read low;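 active = plate z-score of nuclear minus cytoplasmic receptor signal below a set negative limit, without overly bright fluorescence or cell loss, cut at about -3.5 in these data, passing the limit was not always enough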;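 also: z-score of nuclear minus cytoplasmic ring GR-EGFP intensity difference per well; some compounds called inactive have numbers as strong as hits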
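Buffer or medium: tetracycline-free induction medium containing charcoal-stripped FBS / Reagent: dexamethasone agonist, 1.0 µM final, for 30 min / Technique: automated 10x imaging of fixed Hoechst-stained cells / Times: induction 48 h, compound 1 h, agonist 30 min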
WT yeast gro inh: growth inhibition of WT yeast, mitochondrial fusion screen; mitochondrial fusion phenotypic screen, WT strain; inhibition, % at 10 µM; 2.1% of 190,000 active; AID 1362; in the data active = inhibition above about 58%; tested in S. cerevisiae
Yfh1-depleted yeast: mitochondrial function rescue without frataxin homolog – Friedreich's ataxia, plus single-dose screen, dose response (AID 1465); S. cerevisiae Yfh1-off respiration, WST-1 reduction, 72 h; higher fold induction means a stronger effect; fold induction at 50 µM; hits with a dose series show EC50 in µM; 0.074% of 220,000 active;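 active = fold induction of absorbance versus untreated yeast above a set limit, then at least 30% activation at any dose in follow-up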;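 also: activators that raise dye reduction in frataxin-depleted yeast; strong numbers were not always called active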
b-catenin transl: beta-catenin nuclear translocation modulation; nuclear translocation activity, % at 5 µM; 0.3% of 190,000 active; AID 1665; HeLa beta-catenin nuclear translocation, immunofluorescence imaging;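 active = nuclear translocation activity above 50% at 5 µM, with a well cell count of 50 or more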;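 also: per-cell ratio of nuclear to cytoplasmic median beta-catenin stain intensity; plate controls were DMSO negative control for no effect and GSK-3 inhibitor IX positive control for full effect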
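Test system: human HeLa cells, endogenous beta-catenin. Times: 24 h compound exposure, 37°C. Measured by: beta-catenin immunofluorescence imaging with DAPI.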
Autophagy mod: autophagy modulation, high-content screen. MEF GFP-LC3 puncta imaging; test concentration mostly 10 µM. calls only at 10 µM (by protocol). 0.98% of 190,000 active;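 active = percentage of spot-positive cells more than 3 SD above its plate mean, without a fluorescence outlier flag or 80% toxicity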;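 also: spot-positive cell cutoff set from DMSO-treated cells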
MT stabilize HCS: stabilizes microtubules in HeLa cells | % tubulin-high responders, % at 10 µM | HeLa tubulin immunostaining HCS, 24 h; share of cells brighter than vehicle mean+2SD | AID 2205 | 0.83% of 200,000 active;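 active = plate Z-score above 3 for both tubulin-high and condensed-nucleus cell shares, with cell loss under 80%, at 10 µM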;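 also: anti alpha tubulin signal scored within the nucleus-defined area of each cell; some results filed as inactive read as strong as hits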
M1AAP inhibition: malaria alanyl aminopeptidase activity blockers – biochemical, fluorogenic H-Leu-NHMec substrate, 1536-well (AID 1445); recombinant M1AAP, H-Leu-NHMec fluorogenic kinetic assay; higher % means a stronger effect; inhibition, % at 30 µM; hits with a dose series show IC50 in µM; 0.42% of 220,000 active;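 active = primary inhibition above the hit cutoff, then over 50% inhibition at one or more dose response concentrations, cut at about 23% in these data, passing the limit was not always enough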;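 also: plate controls were DMSO full reaction for no effect and no enzyme background for full effect; strong numbers were not always called active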
P. falciparum M17LAP: P. falciparum M17LAP inhibitors, primary screen, biochemical, fluorogenic H-Leu-NHMec substrate, 1536-well (AID 1619). recombinant M17LAP, H-Leu-NHMec fluorogenic kinetic assay; higher % means a stronger effect. one-dose inhibition, % at 30 µM; IC50 in µM for titrated hits. 0.38% of 220,000 active;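 active = compound inhibiting the enzyme by more than half at any dose during confirmatory dose-response retesting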;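 also: plate controls were full reaction with DMSO carrier for no effect and no enzyme background for full effect; strong numbers were not always called active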
WT yeast gro inh mutant strain: also measured in WT yeast gro inh; calls as there; inhibition, %; mitochondrial fusion phenotypic screen, mutant strain inhibition
Dynein cargo inh cytoplasmic EGFP: second read-out of Dynein cargo inh, no call of its own (marks repeat the call); z-score; measured here: cytoplasmic GR-EGFP intensity; stronger effect = higher value
Dynein cargo inh nuclear GR-EGFP: also measured in Dynein cargo inh; calls as there; z-score; measured here: nuclear GR-EGFP intensity;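 lower value marks the stronger effect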
Dynein cargo inh cell count: further read-out of Dynein cargo inh, marked with its call; z-score; measured here: cell count per field
b-catenin transl cell count 5 µM: recorded beside b-catenin transl, whose call it bears; cell count; measured here: cell count, cytotoxicity flag
T cell HTS vesicle-bound %: recorded beside T cell HTS, whose call it bears; double positive events, %; measured here: CD8+ vesicle-bound cell fraction;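 binding gate set so that unloaded-vesicle control wells show 10% double positive cells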
MT stabilize HCS Hoechst-high %: second read-out of MT stabilize HCS, no call of its own (marks repeat the call); % Hoechst-high responders; measured here: nuclear condensation Hoechst responders;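 share of cells brighter than vehicle mean plus two SD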
MT stabilize HCS cytotoxicity %: further read-out of MT stabilize HCS, marked with its call; toxicity, %; measured here: cytotoxicity by cell density;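 0% = mean cell density of plate MIN control wells and 100% = no cells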
Autophagy mod cell loss 18 h: further read-out of Autophagy mod, marked with its call; toxicity, %; measured here: cell loss, nuclei count;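 cell loss after 18 h compound exposure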
Active calls of the source: *; i = inactive; nt = not tested or not shown.

SMILES	T cell HTS	T cell HTS vesicle-bound %	Dynein cargo inh	Dynein cargo inh cytoplasmic EGFP	Dynein cargo inh nuclear GR-EGFP	Dynein cargo inh cell count	WT yeast gro inh	WT yeast gro inh mutant strain	Yfh1-depleted yeast	b-catenin transl	b-catenin transl cell count 5 µM	Autophagy mod	Autophagy mod cell loss 18 h	MT stabilize HCS	MT stabilize HCS Hoechst-high %	MT stabilize HCS cytotoxicity %	M1AAP inhibition	P. falciparum M17LAP
CCc1ccc(OCC(=O)N/N=C(\C)c2ccccc2OC(F)F)cc1	i	4	-0.33	-0.28	-0.33	-0.25	-4	-10	i	-1.8	541	i	-14	4.4	2.8	9.1	5%	-10%
O=C(CNCc1ccccc1)Nc1ccc(Oc2ccccc2)cc1	i	55	0.69	-0.33	0.49	-0.023	42	19	i	1.2	1477	i	-4	1.2	1.1	3.2	-3%	-2%
CCCCNC(=O)C(=O)c1ccccc1NC(C)=O	i	10	-0.13	-0.22	-0.4	-0.28	15	16	i	nt	nt	i	-1	1.2	1.5	6.2	-6%	-1%
O=c1c2cnn(-c3ccccc3)c2nnn1Cc1ccccn1	i	34	0.2	-0.25	0.4	0.038	-6	1	i	nt	nt	i	-3	4.0	2.0	4.9	0%	4%
CC(NC(=O)Nc1ccc(Cl)cc1)C1CCCO1 (stereo unspecified)	i	59	-0.33	-0.23	-0.014	0.17	2	1	i	-0.7	1093	i	-11	3.7	1.5	11	1%	-5%
COC(=O)Cn1c(=NC(=O)c2ccc([N+](=O)[O-])s2)sc2cc(Br)ccc21	i	64	-0.68	2.1	0.83	-1.6	77	80	i	-0.1	936	i	-2	6.4	2.9	13	10%	-13%
O=S(=O)(c1cccc(-c2n[nH]c(=S)n2C2CCCC2)c1)N1CCOCC1	i	17	0.034	-0.3	-0.088	0.35	6	7	i	-0.4	1023	i	2	1.9	1.5	4.4	4%	2%
C=CCC1(N(C(C)=O)c2ccccc2)CCCCC1	i	13	1.1	-0.2	0.95	-0.96	15	7	i	0.8	1432	i	24	2.9	1.4	7.8	-1%	-6%
Cc1ccc2cccc(SCC(=O)NCC#N)c2n1	i	36	-0.2	-0.16	-0.32	0.086	-10	-26	i	-1.1	514	i	-11	2.2	3.1	3.9	-2%	-7%
O=C(N/N=C/c1ccc(OCc2ccccc2)cc1)c1cc[n+](Cc2ccccc2)cc1	i	29	-0.27	-0.061	0.2	-0.36	1	12	i	-0.2	1110	i	0	7.5	1.8	8.5	8%	7%
CC(=O)NCc1nc2ccccc2n1Cc1ccccc1F	i	46	-0.42	-0.29	-0.45	1.8	8	3	i	-4.9	902	i	6	4.5	1.7	0.2	4%	6%
O=C(Oc1ccccc1)n1c(=S)oc2ccccc21	i	40	0.85	-0.24	0.52	-0.37	-3	13	i	1.0	963	i	-5	2.4	3.0	14	4%	34%
COc1ccccc1C(CCN(Cc1cccs1)C(C)=O)c1ccco1 (stereo unspecified)	i	45	-2	-0.053	-1	0.24	-17	-11	i	1.8	1144	i	6	3.4	2.9	2.7	11%	23%
O=C(NC1CC1)c1ccc2c(c1)C1C3CCC(C3)C1C(c1ccccc1)N2 (stereo unspecified)	i	7	-1	-0.3	-0.73	0.9	71*	40*	i	-1.3	989	i	-7	2.5	2.6	6.9	8%	-3%
O=C(Nc1ncccn1)c1ccc(C(F)(F)F)cc1	i	54	2.1	-0.0053	3	-2	6	-15	i	-1.8	591	i	12	2.8	2.0	8.8	5%	-3%
Cc1cc(/C=C2\SC(=Nc3ccccc3)NC2=O)c(C)n1-c1ccc(S(N)(=O)=O)cc1	i	28	1.3	-0.15	0.48	-0.75	2	-13	i	nt	nt	i	28	13	36	36	14%	8%
Cc1ccc(C(=O)N2CCN(Cc3ccc4c(c3)OCO4)CC2)cc1[N+](=O)[O-]	i	67	0.075	-0.16	0.089	0.54	6	8	i	4.1	903	i	17	4.0	1.5	3.8	3%	-1%
N#Cc1cn(CC(=O)NCC2CCCO2)c2ccccc12 (stereo unspecified)	i	43	-0.86	-0.18	-0.54	0.66	11	7	i	2.3	630	i	17	2.4	1.8	5.7	0%	-3%
Cc1cccc2c(CC(=O)Nc3ccccc3)noc12	i	44	-1.1	-0.21	-0.52	0.69	-7	-11	i	1.4	557	i	4	2.1	3.7	6.3	-2%	11%
O=C(COC(=O)CCCSc1nc2ccccc2[nH]1)NC(=O)NC1CCCC1	i	36	-0.1	-0.33	0.098	0.37	-5	14	i	-2.5	1423	i	3	3.1	1.9	7.3	1%	16%
CCN(CC)S(=O)(=O)c1ccc(N/N=C/c2cccnc2)nc1	i	33	1.4	-0.18	1.7	-1.1	nt	nt	i	-0.9	1339	nt	nt	nt	nt	nt	2%	2%
CC(=O)c1c(C)[nH]c(C(=O)OC2CCOC2=O)c1C (stereo unspecified)	i	47	0.15	-0.17	0.51	-0.071	-4	0	i	-2.8	1216	i	4	1.3	3.0	12	0%	7%
CCNC(=S)NNC(=O)c1ccccn1	i	51	2.6	-0.14	1.1	-1.5	13	-5	i	nt	nt	i	33	4.1	1.8	8.3	-4%	16%
CCOC(=O)c1cc(-c2ccc(OC)cc2)nc2c1c(C)nn2CCC#N	i	38	-0.26	-0.27	0.027	0.86	0	-11	i	-2.0	1203	i	-5	1.7	1.8	8.9	8%	-16%
Cc1cc2ncn(S(=O)(=O)c3ccc(S(=O)(=O)N4CCCCCC4)cc3)c2cc1C	i	19	-0.17	-0.22	-0.49	-0.49	nt	nt	i	nt	nt	i	12	3.3	2.1	4.7	nt	nt
Additional structures
SMILES	T cell HTS	T cell HTS vesicle-bound %	Dynein cargo inh	Dynein cargo inh cytoplasmic EGFP	Dynein cargo inh nuclear GR-EGFP	Dynein cargo inh cell count	WT yeast gro inh	WT yeast gro inh mutant strain	Yfh1-depleted yeast	b-catenin transl	b-catenin transl cell count 5 µM	Autophagy mod	Autophagy mod cell loss 18 h	MT stabilize HCS	MT stabilize HCS Hoechst-high %	MT stabilize HCS cytotoxicity %	M1AAP inhibition	P. falciparum M17LAP
O=C(/C=C/c1ccc(Br)cc1)NC(=S)NNC(=O)c1ccco1	i	38	1.9	-0.14	1	-2	5	-30	nt	-0.3	1181	i	7	5.9	2.4	7.1	20%	12%
COc1cc(C(=O)NC(=S)Nc2ccc(Cl)c(C(=O)O)c2)cc(OC)c1OC	i	48	-0.12	-0.24	-0.19	0.18	14	2	i	2.2	1413	i	4	1.2	1.6	1.3	11%	26%
COc1ccc2c(c1)c(=O)oc1c(C)c(OCC(=O)N3CCc4ccccc4C3)ccc12	i	16	0.034	-0.2	0.59	-0.26	12	54	nt	-4.6	1437	i	21	2.1	1.1	6.4	7%	18%
CCCN1CCN(C(=O)C2CCN(S(=O)(=O)c3ccc4c(c3)oc(=O)n4C)CC2)CC1	nt	nt	-0.33	-0.19	-0.13	-0.041	14	5	i	nt	nt	i	-5	2.1	3.3	4.4	-1%	-2%
CN(CCCCCC(=O)/C=N/O)Cc1ccccc1	i	37	0.72	-0.14	0.43	-0.82	-11	-10	i	1.0	1070	i	1	2.9	2.1	9.4	2%	-3%
CC(CCCC(C)(C)O)CC1C2=C(CCCC2=O)OC2=C1C(=O)CCC2 (stereo unspecified)	i	40	-0.0044	-0.06	0.099	-1.9	-10	-8	i	-2.4	1087	i	-8	2.0	1.9	7.6	-1%	-1%
Cn1c(SCC(=O)Nc2sc3c(c2C#N)CCC3)nnc1C1COc2ccccc2O1 (stereo unspecified)	i	25	0.4	-0.22	0.3	-0.079	14	-14	i	-1.0	975	i	-8	2.5	2.4	11	8%	8%
CC(C)N=C1NN=C(c2cccs2)CS1	i	6	0.19	-0.29	0.3	-0.48	-5	-1	i	0.8	1129	i	2	1.4	1.4	6.8	15%	5%
Cc1onc(-c2ccccc2)c1C(=O)N=C(N)c1ccc(C(F)(F)F)cc1	i	23	0.52	-0.26	0.14	-0.12	nt	nt	i	-1.3	1203	nt	nt	nt	nt	nt	8%	4%
c1ccc(N2CCN(c3ncnc4scc(-c5cccs5)c34)CC2)cc1	i	9	0.15	-0.23	-0.61	0.81	22	-2	i	-0.5	1052	i	3	2.8	1.2	8.7	3%	15%
CCOC(=O)CC1C(=O)NCCN1C(=O)COc1ccc(Br)cc1C (stereo unspecified)	i	52	-1	0.79	-0.019	0.37	4	7	i	-0.8	1043	i	0	1.6	1.3	3.9	3%	4%
CC(=O)Oc1ccc(/C=N/NC(=O)C2CCCN2S(=O)(=O)c2ccc(Cl)cc2)cc1 (stereo unspecified)	i	39	2.3	-0.14	1.1	-1.2	-16	-16	i	nt	nt	i	-1	2.4	1.0	7.2	16%	-19%
CCOC(=O)c1cccc(NC(=O)COc2ccc([N+](=O)[O-])cc2)c1	i	39	-0.89	-0.21	-0.048	0.38	-5	-25	i	nt	nt	i	-25	1.3	2.1	8.4	4%	16%
CC(=O)Cc1nsc(NC(=O)c2ccc(F)cc2)n1	i	30	-0.43	-0.17	-0.33	-0.63	0	-1	i	0.4	1572	i	-6	2.1	3.4	5.2	5%	14%
